FXN GAA850 act: FXN promoter activators, primary screen, cell-based, luciferase luminescence, HEK293 lucGAA850; HEK293 lucGAA850 FXN promoter luciferase reporter, 24 h; percent of 10 µM SAHA response; activation, % at 6 µM; 0.56% of 360,000 active; AID 540364, 2011;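 active = activation above the average of all compounds screened plus 3 SD, cutoff fixed separately per campaign, cut at about 7.5% in these data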;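 note: 0% = DMSO wells and 100% = 10 µM SAHA wells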
ADAM10 inh: human ADAM10 inhibitors, primary screen, biochemical, QFRET, HTS | Disintegrin and metalloproteinase domain-containing protein 10 (Homo sapiens), O14672 | recombinant ADAM10, EDANS/DABCYL FRET peptide cleavage, 3 h | inhibition, % at 7 µM | 0.62% of 370,000 active | AID 720582, 2013;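 active = inhibition above a per-campaign cutoff equal to the mean of compounds falling between control-based bounds plus 3 SD, cut at about 20% in these data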;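 note: 0% = DMSO wells while the 100% control is not disclosed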
HGIII-sPLA2 inh: human group III sPLA2 inhibitors, primary screen, biochemical, QFRET, BODIPY PC-A2 liposome substrate | QFRET BODIPY PC-A2 liposome hydrolysis, fluorescence | 0.56% of 370,000 active | inhibition, % at 12.2 µM | Group 3 secretory phospholipase A2 (Homo sapiens), Q9NZ20;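 active = inhibition above mean plus 3 SD of compounds lying within the high and low control bounds, cut at about 19% in these data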;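 note: 0% = median of test compound wells and 100% = no enzyme DMSO wells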
Target sequence (Q9NZ20 whole entry, looked up): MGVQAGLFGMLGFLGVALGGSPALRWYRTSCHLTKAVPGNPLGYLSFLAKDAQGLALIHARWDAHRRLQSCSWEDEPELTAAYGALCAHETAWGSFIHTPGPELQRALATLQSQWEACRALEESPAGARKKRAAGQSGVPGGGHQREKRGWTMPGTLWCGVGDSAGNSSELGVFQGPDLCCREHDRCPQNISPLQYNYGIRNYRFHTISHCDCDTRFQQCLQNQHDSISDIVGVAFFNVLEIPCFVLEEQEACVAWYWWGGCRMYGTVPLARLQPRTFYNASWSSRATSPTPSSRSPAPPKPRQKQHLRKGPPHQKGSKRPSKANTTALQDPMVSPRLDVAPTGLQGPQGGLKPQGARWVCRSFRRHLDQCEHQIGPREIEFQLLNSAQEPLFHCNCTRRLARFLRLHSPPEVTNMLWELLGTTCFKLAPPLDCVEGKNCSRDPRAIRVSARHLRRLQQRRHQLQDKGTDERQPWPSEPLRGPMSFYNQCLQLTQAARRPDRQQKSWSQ
ssDAF12 agonist: S. stercoralis DAF-12 nuclear receptor activators, primary screen, cell-based, luminescence, HEK293, GRIP1 co-expression, lit1-tk-luc. Nuclear hormone receptor DAF-12 (Strongyloides stercoralis). HEK293 ssDAF-12/GRIP1 lit1-tk-luc reporter; % of 3 µM dafachronic acid response. activation, % at 6.8 µM. 1% of 370,000 active. AID 652126, 2013;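 active = activation above the mean over all tested compounds plus 3 SD, cut at about 0.9% in these data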;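 note: 0% = DMSO-only wells and 100% = 3 µM delta7-dafachronic acid wells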
hcDAF-12 act: H. contortus DAF-12 nuclear receptor activators, primary screen, cell-based, luminescence, HEK293, lit1-tk-luc reporter; HEK293 hcDAF-12 lit1-tk-luc reporter; 0% DMSO, 100% Δ7-dafachronic acid; activation, % at 6.8 µM; 1.4% of 370,000 active; AID 652067, 2013;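 active = activation above the mean of all tested compounds plus 3 SD, cut at about 5.5% in these data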;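 note: 100% = response to 3 µM Δ7-dafachronic acid high control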
SMARCA2 activ: SMARCA2 (BRM) function activators, primary screen, cell-based, luminescence, high throughput; MG213 cells, MMTV-luciferase reporter, dexamethasone, overnight; 1% of 370,000 active; activation, % at 9.1 µM; in the data active = activation above about 7.8%;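 note: 0% = vehicle wells and 100% = reference activator wells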
GC-B act: human GC-B receptor activators, primary screen, HEK293 GC-B cells, cGMP TR-FRET, EC30 CNP; activation, % at 10 µM; AID 1920062, 2024; 0.11% of 370,000 active; 0% at EC30 CNP, 100% saturating CNP; Atrial natriuretic peptide receptor 2 (Homo sapiens), P20594;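 active = activation at 10 µM reaching about 35% in either raw or pattern-adjusted values, limit read from the data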
hgDAF12 agonist: H. glycines DAF-12 receptor agonists, primary screen, cell-based, luminescence, HEK293, GAL4 fusion, UAS-luciferase; Nuclear hormone receptor DAF-12 (Heterodera glycines), GAL4 fusion; HEK293 GAL4-hgDAF12 UAS-luciferase reporter, agonist luminescence; normalized to butyrate control; activation, % at 6.8 µM; 1.8% of 370,000 active;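 active = activation above a cutoff set at the mean of all screened compounds plus 3 SD, cut at about 10% in these data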;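 note: 0% = DMSO wells and 100% = sodium butyrate wells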
NPR1 activator: GC-A stimulated cGMP production enhancers – HEK293 GC-A cells, cGMP TR-FRET, EC30 ANP, primary screen; 0% at EC30 ANP, 100% saturating ANP; 0.14% of 370,000 active; activation, % at 10 µM; in the data active = activation above about 40%
DAX1 inh-1: DAX1 (NR0B1) inhibitors, primary screen, cell-based, HEK293, Gal4-DAX1, luciferase luminescence | Nuclear receptor subfamily 0 group B member 1 (Homo sapiens), P51843 | HEK293 Gal4-DAX1 luciferase reporter | inhibition, % at 6.75 µM | 0.99% of 340,000 active | AID 504766, 2011;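 active = inhibition above the mean over all tested compounds plus 3 SD, cut at about 4.2% in these data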;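 note: 0% = DAX1-transfected cells with DMSO and 100% = empty-vector control cells with DMSO; inhibition shows as a rise in luminescence from relieved DAX1 repression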
Target sequence (P51843 207-470 limits assumed): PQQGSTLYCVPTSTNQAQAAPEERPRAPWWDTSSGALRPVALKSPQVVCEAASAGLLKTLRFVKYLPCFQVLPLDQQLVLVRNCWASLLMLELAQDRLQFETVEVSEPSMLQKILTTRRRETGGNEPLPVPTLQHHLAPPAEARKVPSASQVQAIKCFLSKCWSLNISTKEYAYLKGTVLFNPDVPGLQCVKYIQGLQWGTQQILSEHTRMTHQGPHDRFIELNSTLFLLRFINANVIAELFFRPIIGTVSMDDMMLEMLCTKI
DAX1 inh-2: DAX1 (NR0B1) inhibitors on StAR promoter, primary screen, cell-based, luminescence, SF-1 (NR5A1), full-length DAX-1; HEK293T StAR-luciferase reporter, SF-1/DAX-1 repression relief; AID 652010, 2013; inhibition, % at 6.8 µM; 1.1% of 370,000 active;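 active = inhibition above the mean over all tested compounds plus 3 SD, cut at about 3.6% in these data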;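 note: 0% = DAX-1 cells with DMSO and 100% = cells lacking DAX-1 with DMSO; higher inhibition means more luminescence from relief of DAX-1 repression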
Numbers without * were called inactive.

For COc1ccc(N(CC(=O)N2c3ccccc3CC2C)S(=O)(=O)c2c(C)nn(C)c2C)cc1 (configuration not stated) the results were FXN GAA850 act -3.2, ADAM10 inh 4, HGIII-sPLA2 inh -3, ssDAF12 agonist -1.4, hcDAF-12 act 0.7, SMARCA2 activ 5, GC-B act -13, hgDAF12 agonist -2.5, NPR1 activator -9, DAX1 inh-1 0.3 and DAX1 inh-2 -0.9.
CC(C)Nc1nc(NCCOc2ccccc2)c2sccc2n1 was read as FXN GAA850 act 1.6, ADAM10 inh -20, HGIII-sPLA2 inh -7, ssDAF12 agonist -1.5, hcDAF-12 act -2.3, SMARCA2 activ -1, GC-B act 1, hgDAF12 agonist -2.4, NPR1 activator 12 and DAX1 inh-2 -1.5.
Cn1cccc1-c1cc(C(=O)N/N=C/c2ccccc2Cl)[nH]n1 was read as FXN GAA850 act 5.3, ADAM10 inh -2, HGIII-sPLA2 inh -13, ssDAF12 agonist -0.1, hcDAF-12 act 1.3, SMARCA2 activ 0, GC-B act 0, hgDAF12 agonist 7.1, NPR1 activator 0, DAX1 inh-1 0.6 and DAX1 inh-2 0.1.
Screening CN1CCN(c2nnc(-c3cccs3)c3ccccc23)CC1 returned FXN GAA850 act 0.9, ADAM10 inh -2, HGIII-sPLA2 inh 3, ssDAF12 agonist -1.6, hcDAF-12 act -0.9, SMARCA2 activ -2, GC-B act -5, hgDAF12 agonist 1.5, NPR1 activator -6, DAX1 inh-1 -0.4 and DAX1 inh-2 0.2.
Screening CC(=O)c1cc(-c2cccc(CO)c2)c(=O)n2c1CCC2 returned ADAM10 inh -16, HGIII-sPLA2 inh 12, ssDAF12 agonist -1.4, hcDAF-12 act -1.8, SMARCA2 activ -1, GC-B act -5, hgDAF12 agonist -0.8, NPR1 activator 1 and DAX1 inh-2 0.1.
For CCOC(=O)c1ccc(NC(=O)CN2C(=O)CN(C(C)=O)C2=S)cc1 the results were FXN GAA850 act 2.8, ADAM10 inh 1, HGIII-sPLA2 inh 2, ssDAF12 agonist -1.2, hcDAF-12 act -1.1, SMARCA2 activ 0, GC-B act -8, hgDAF12 agonist 0.3, NPR1 activator 1, DAX1 inh-1 -1.0 and DAX1 inh-2 -0.3.
O=C(c1ccco1)N1CCN(S(=O)(=O)c2cccc([N+](=O)[O-])c2)CC1 was read as FXN GAA850 act -0.1, ADAM10 inh -10, HGIII-sPLA2 inh 1, ssDAF12 agonist -1.5, hcDAF-12 act 0.2, SMARCA2 activ -3, GC-B act 2, hgDAF12 agonist -0.3, NPR1 activator -3, DAX1 inh-1 0.2 and DAX1 inh-2 0.6.
For O=C(NCC1CCCO1)C1CC(=O)N(C2CCCCCC2)C1 (configuration not stated) the results were FXN GAA850 act 0.7, ADAM10 inh -4, HGIII-sPLA2 inh 2, ssDAF12 agonist -1.0, hcDAF-12 act -2.1, SMARCA2 activ -2, GC-B act 0, hgDAF12 agonist 1.0, NPR1 activator 0, DAX1 inh-1 -1.3 and DAX1 inh-2 0.4.
`Cc1ccc(C)c(NC(=O)CCc2nnc3ccc(NCc4ccco4)nn23)c1` gave FXN GAA850 act 1.0, ADAM10 inh -1, HGIII-sPLA2 inh -2, ssDAF12 agonist -0.7, hcDAF-12 act 1.3, SMARCA2 activ 0, GC-B act -3, hgDAF12 agonist 2.0, NPR1 activator -3, DAX1 inh-1 -0.1 and DAX1 inh-2 2.7.
Cc1cc(C(=O)CSc2nnc(Cc3ccccc3)o2)c(C)n1Cc1ccc2c(c1)OCO2 was read as FXN GAA850 act -1.8, ADAM10 inh 7, HGIII-sPLA2 inh -21, ssDAF12 agonist -1.1, hcDAF-12 act -1.1, SMARCA2 activ 0, GC-B act -1, hgDAF12 agonist 3.1, NPR1 activator 0, DAX1 inh-1 1.9 and DAX1 inh-2 -1.1.
CCCCCCCCN1C(=O)[C@@H](CC(=O)N2CCN(C(=O)OCC)CC2)C[C@@]2(C(=O)OC)C1=C[C@H](C(C)C)O[C@@H]2C1CC1 was read as ADAM10 inh 1, HGIII-sPLA2 inh 0, ssDAF12 agonist -0.8, hcDAF-12 act -0.1, SMARCA2 activ -3, GC-B act -2, hgDAF12 agonist 1.9, NPR1 activator 0 and DAX1 inh-2 -0.8.
For Cc1ccc(S(=O)(=O)NCc2ccccc2)cc1C(=O)NCC(C)(C)N1CCOCC1 the results were FXN GAA850 act -0.1, ADAM10 inh -5, HGIII-sPLA2 inh 6, ssDAF12 agonist -1.2, hcDAF-12 act -2.0, SMARCA2 activ -1, GC-B act 1, hgDAF12 agonist -1.2, NPR1 activator 4, DAX1 inh-1 -0.5 and DAX1 inh-2 -1.8.
`CCCn1c(SCC(=O)N2CCOCC2)nnc1-c1ccncc1` gave FXN GAA850 act 1.7, ADAM10 inh 5, HGIII-sPLA2 inh 3, ssDAF12 agonist -1.3, hcDAF-12 act 4.0, SMARCA2 activ -1, GC-B act -2, hgDAF12 agonist -1.0, NPR1 activator 3, DAX1 inh-1 -1.0 and DAX1 inh-2 -0.3.
COc1ccc(CNS(=O)(=O)c2ccc3c(c2)N(C(C)=O)CC(C)S3)cc1 (configuration not stated) was read as FXN GAA850 act -0.8, ADAM10 inh 0, HGIII-sPLA2 inh -6, ssDAF12 agonist -1.6, hcDAF-12 act -3.2, SMARCA2 activ -7, GC-B act -2, hgDAF12 agonist -3.3, NPR1 activator -1, DAX1 inh-1 -1.1 and DAX1 inh-2 -1.3.
CCCC(=O)c1cn(CC(=O)OC)c2ccccc12 was read as FXN GAA850 act 1.1, ADAM10 inh -12, HGIII-sPLA2 inh 1, ssDAF12 agonist -0.1, hcDAF-12 act -0.1, SMARCA2 activ 1, GC-B act 2, hgDAF12 agonist 0.7, NPR1 activator 7, DAX1 inh-1 0.8 and DAX1 inh-2 -0.4.
For O=C(Nc1nc(-c2cc(F)ccc2F)cs1)C1=COCCO1 the results were FXN GAA850 act 1.1, ADAM10 inh 7, HGIII-sPLA2 inh -18, ssDAF12 agonist -0.7, hcDAF-12 act 1.9, SMARCA2 activ 6, GC-B act -5, hgDAF12 agonist 2.5, NPR1 activator -2, DAX1 inh-1 0.7 and DAX1 inh-2 2.7.
For CC1CCCCN1S(=O)(=O)c1ccc(N(C(=O)c2cnccn2)C(C(=O)NC2CCCCC2)c2cccs2)cc1 (configuration not stated) the results were FXN GAA850 act 3.0, ADAM10 inh 8, HGIII-sPLA2 inh -6, ssDAF12 agonist -1.4, hcDAF-12 act -2.0, SMARCA2 activ -5, GC-B act 0, hgDAF12 agonist -1.8, NPR1 activator 2, DAX1 inh-1 -0.6 and DAX1 inh-2 -0.6.
Screening CC(=O)COC(=O)C1CCN(S(=O)(=O)c2cc([N+](=O)[O-])ccc2Cl)CC1 returned FXN GAA850 act 3.2, ADAM10 inh -1, HGIII-sPLA2 inh -2, ssDAF12 agonist -0.9, hcDAF-12 act 0.8, SMARCA2 activ 0, GC-B act -1, hgDAF12 agonist -0.4, NPR1 activator -1, DAX1 inh-1 4.3* and DAX1 inh-2 -0.1.
O=C(Nc1ccc(N2CCN(C(=O)c3ccco3)CC2)cc1)c1ccco1 was read as FXN GAA850 act 2.1, ADAM10 inh 7, HGIII-sPLA2 inh 3, ssDAF12 agonist -1.6, hcDAF-12 act 0.9, SMARCA2 activ -1, GC-B act -2, hgDAF12 agonist 2.7, NPR1 activator 0, DAX1 inh-1 -0.9 and DAX1 inh-2 -0.2.
Screening O=C(CNC(=O)c1ccc(Br)o1)Nc1ccccc1 returned FXN GAA850 act -0.3, ADAM10 inh -7, HGIII-sPLA2 inh 3, ssDAF12 agonist -0.8, hcDAF-12 act -2.0, SMARCA2 activ -2, GC-B act 3, hgDAF12 agonist -0.7, NPR1 activator -2, DAX1 inh-1 -1.6 and DAX1 inh-2 0.5.
CC1CC1C(=O)OCC(=O)NC(=O)c1ccc(C(C)(C)C)cc1 (configuration not stated) was read as FXN GAA850 act 2.6, ADAM10 inh -10, HGIII-sPLA2 inh 9, ssDAF12 agonist -1.0, hcDAF-12 act 0.7, SMARCA2 activ -1, GC-B act 1, hgDAF12 agonist -1.2, NPR1 activator 1, DAX1 inh-1 1.1 and DAX1 inh-2 0.2.
Screening COc1ccc(-n2nc3ccc(N)cc3n2)cc1 returned FXN GAA850 act -9.7, ADAM10 inh inactive, HGIII-sPLA2 inh 8, ssDAF12 agonist -1.1, hcDAF-12 act -0.6, SMARCA2 activ -10, GC-B act -4, hgDAF12 agonist 0.7, NPR1 activator 12, DAX1 inh-1 -1.5 and DAX1 inh-2 1.2.
Screening COc1ccc(CNC(=O)CN2C(=O)NC(Cc3ccccc3)(c3ccccc3)C2=O)cc1OC (configuration not stated) returned FXN GAA850 act -0.5, ADAM10 inh -8, HGIII-sPLA2 inh 3, ssDAF12 agonist -1.4, hcDAF-12 act -1.4, SMARCA2 activ -2, GC-B act 2, hgDAF12 agonist -1.9, NPR1 activator 2, DAX1 inh-1 0.2 and DAX1 inh-2 -0.2.
Nc1cc(-c2cccc(Br)c2)nn1Cc1ccccc1 was read as FXN GAA850 act -0.2, ADAM10 inh 7, HGIII-sPLA2 inh -8, ssDAF12 agonist -1.1, hcDAF-12 act -1.7, SMARCA2 activ 0, GC-B act -12, hgDAF12 agonist 2.1, NPR1 activator 0, DAX1 inh-1 -0.7 and DAX1 inh-2 -1.2.
Screening Cc1nn(-c2ccccc2)c(C)c1/C=C/C(=O)OC(C)C(N)=O (configuration not stated) returned FXN GAA850 act 0.2, ADAM10 inh -2, HGIII-sPLA2 inh -4, ssDAF12 agonist -1.2, hcDAF-12 act -0.8, SMARCA2 activ 2, GC-B act 2, hgDAF12 agonist -1.7, NPR1 activator 0, DAX1 inh-1 -1.1 and DAX1 inh-2 0.1.
Screening Cc1ccc2nc(N3C(=O)C(O)=C(C(=O)c4ccco4)C3c3ccc(O)cc3)sc2c1 (configuration not stated) returned FXN GAA850 act 5.4, ADAM10 inh 12, HGIII-sPLA2 inh -20, ssDAF12 agonist -0.3, hcDAF-12 act 2.3, SMARCA2 activ 1, GC-B act -1, hgDAF12 agonist 7.0, NPR1 activator 0, DAX1 inh-1 1.3 and DAX1 inh-2 0.2.

Screening data (PubChem BioAssay)
